Compound activity as filed in PubChem BioAssay.
TrxR1 substrate = is turned over as a substrate by rat TrxR1; actives 0.01% (n = 390,000); AID 588456; purified TrxR1 substrate turnover, NADPH consumption readout; Potency, µM (series often up to 114 µM), inactives show at the top dose activity change, negative = substrate turnover; further: on the % scale 0 is the no-effect control and ±100 the full control effect; nearly all actives have a fitted effect of over 50% in size
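Rat TrxR1, dispensed at 90 nM, was prereduced with 400 uM NADPH (final) for 5 min at ~22 deg C, then incubated with compound 15 min before 400 uM selenite. A first-read NADPH fluorescence drop versus no-compound background flagged substrates.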
Vif-A3F inh = Vif-A3F binding inhibition. HeLa A3F-eYFP + Vif (tagged APOBEC3F with the HIV-1 protein that degrades it), YFP fluorescence increase. Potency, µM (series often up to 46.1 µM), without a hit: at the highest dose activity, negative = active. actives 0.2% (n = 390,000); further: % of control where 0% means no effect; nearly all actives have a fitted effect of over 65% in size
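Fluorescence increase (Ex 488/Em 500-530) after overnight compound treatment at 37 deg C flags inhibition of Vif-driven A3F-eYFP loss in stable HeLa A3F-eYFP/Vif cells seeded overnight beforehand.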
mIDH1 inhibitor = human IDH1 R132H inhibition; O75874; IDH1-R132H enzyme, NADPH consumption, diaphorase/resazurin fluorescence; Potency, µM (highest dose often 76.6 µM), without a hit: at the top dose activity change, negative = inhibition, hits mostly inhibitors; actives 0.093% (n = 390,000); further: on the % scale 0 is the no-effect control and ±100 the full control effect; nearly all actives have a fitted effect of over 65% in size
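IDH1-R132H (0.5 ug/mL) preincubated 30 min with compound, then NADPH (0.016 mM) and alpha-KG (2 mM) added; 80 min at RT, pH 7.5. Remaining NADPH coupled via diaphorase/resazurin to fluorescence (540/590 nm); concentration-response curves normalized to no-enzyme control.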
RXFP1 agonist = activates the human relaxin receptor RXFP1. Q9HBX9. AID 2676. Potency, µM (highest dose often 57.5 µM), for the others: at the highest dose activation, hits mostly activators. actives 0.3% (n = 370,000). HEK293T-RXFP1 cAMP TR-FRET, 30 min; response scale: percent of porcine relaxin response, buffer zero; further: on the % scale 0 is the no-effect control and ±100 the full control effect; nearly all actives have a fitted effect of over 60% in size; many of its hits are not listed in these tables
Target sequence (Q9HBX9 whole entry, looked up): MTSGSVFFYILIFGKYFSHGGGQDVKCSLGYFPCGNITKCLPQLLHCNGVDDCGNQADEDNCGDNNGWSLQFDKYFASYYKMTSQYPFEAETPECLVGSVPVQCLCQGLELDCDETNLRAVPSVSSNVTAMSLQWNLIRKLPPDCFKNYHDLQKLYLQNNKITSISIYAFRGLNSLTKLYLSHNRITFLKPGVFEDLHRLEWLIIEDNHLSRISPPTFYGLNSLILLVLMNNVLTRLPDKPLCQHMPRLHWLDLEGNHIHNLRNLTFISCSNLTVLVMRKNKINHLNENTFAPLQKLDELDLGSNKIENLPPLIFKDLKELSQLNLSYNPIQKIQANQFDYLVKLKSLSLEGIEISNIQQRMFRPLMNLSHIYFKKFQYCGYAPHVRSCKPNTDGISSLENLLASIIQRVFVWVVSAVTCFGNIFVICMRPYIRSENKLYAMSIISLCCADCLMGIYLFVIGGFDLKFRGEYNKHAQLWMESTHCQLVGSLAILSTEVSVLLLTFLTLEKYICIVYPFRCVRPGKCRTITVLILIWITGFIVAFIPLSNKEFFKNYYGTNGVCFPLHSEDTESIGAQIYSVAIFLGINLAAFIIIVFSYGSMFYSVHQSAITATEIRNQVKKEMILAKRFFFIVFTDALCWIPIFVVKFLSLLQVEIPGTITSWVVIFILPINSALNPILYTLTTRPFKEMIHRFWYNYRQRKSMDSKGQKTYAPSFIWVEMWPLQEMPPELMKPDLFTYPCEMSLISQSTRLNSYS
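HEK293T cells stably expressing RXFP1 were pretreated with the PDE4 inhibitor Ro 20174, exposed to compounds for 30 min at 37C, lysed, and cAMP was read by TR-FRET. Data normalized to buffer (basal) and 29 nM porcine relaxin (100%).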
12-LOX inh = inhibitors of human 12S-lipoxygenase ALOX12. actives 1.1% (n = 580,000). Potency, µM (series often up to 108 µM), without a hit: at the top dose activity change, negative = inhibition, most hits filed as inhibitors. P18054. AID 1671190. purified 12hLO, xylenol orange hydroperoxide absorbance; further: on the % scale 0 is the no-effect control and ±100 the full control effect
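Hydroperoxide product was detected by ferrous iron/xylenol orange as the 573 to 405 nm absorbance ratio. Arachidonic acid at 40 uM (final) was turned over for 30 min at room temperature by 150 nM human 12hLO, pH 7.0 Hepes buffer, after 15 min compound preincubation.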
RGS4 inh = inhibitors of human regulator of G protein signaling 4 | P49798 | Transcreener GDP fluorescence polarization, RGS4-accelerated GTP hydrolysis | Potency, µM (highest dose often 114 µM), for inactives: top-dose activity change, negative = inhibition, most hits filed as inhibitors | actives 0.039% (n = 390,000); further: on the % scale 0 is the no-effect control and ±100 the full control effect; nearly all actives have a fitted effect of over 75% in size; some results filed as inactive show a strong effect at the top dose
Target sequence (P49798 whole entry, looked up): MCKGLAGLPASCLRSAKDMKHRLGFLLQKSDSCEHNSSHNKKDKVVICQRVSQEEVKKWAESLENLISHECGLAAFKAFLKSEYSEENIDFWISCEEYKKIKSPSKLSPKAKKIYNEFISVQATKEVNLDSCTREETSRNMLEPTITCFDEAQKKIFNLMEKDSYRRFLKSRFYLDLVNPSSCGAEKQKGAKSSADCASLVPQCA
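MLSMR compounds (23 nl, pin-transferred) preincubated 10 min at room temperature with a 500nM (2x) first reagent, then RGS4 at 900nM (2x) plus Transcreener GDP mix added; fluorescence polarization (620/688 nm) read before and after 90 min at 30 °C.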
rTrxR1 inhibitor = inhibitors of rat thioredoxin reductase 1 | recombinant rTrxR1, NADPH fluorescence consumption, selenite substrate | Potency, µM (highest dose often 114 µM), inactives show top-dose activity change, negative = inhibition, most hits filed as inhibitors | actives 1% (n = 390,000) | AID 588453; further: on the % scale 0 is the no-effect control and ±100 the full control effect; nearly all actives have a fitted effect of over 65% in size
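Rat TrxR1 (90 nM in the dispensed reagent) was pre-reduced with 400 uM NADPH for 5 min at room temperature, then incubated with compound for 15 min. After 400 uM selenite was added, NADPH fluorescence (Ex 340/Em 450 nm) was followed for 8 min.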
Vif-A3G inh = Vif-A3G binding inhibition | Q9HC16 | HeLa A3G-eYFP + Vif (tagged APOBEC3G with the HIV-1 protein that degrades it), YFP fluorescence, overnight | Potency, µM (highest dose often 46.1 µM), for the others: top-dose activity, negative = active, actives largely listed as inhibitors | actives 0.076% (n = 410,000);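 further: on the % scale 0 is the no-effect control and ±100 the full control effect; nearly all actives have a fitted effect of over 60% in size; hits raise eYFP signal because A3G escapes Vif-driven loss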
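HeLa cells stably expressing Vif and C-terminally eYFP-tagged A3G, seeded overnight at 37 deg C, then exposed to compound by pintool overnight at 37 deg C. Rise in yellow fluorescence (Ex 488/Em 500-530, Acumen) marks blocked Vif-driven A3G degradation.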
USP1 inh = inhibitors of human USP1/UAF1 deubiquitinase; O94782; recombinant USP1/UAF1, Ub-Rhodamine cleavage fluorescence; actives 0.23% (n = 390,000); Potency, µM (highest dose often 57.1 µM), inactives show at the top dose activity change, negative = inhibition, usual class: inhibitors; AID 743255; further: on the % scale 0 is the no-effect control and ±100 the full control effect; nearly all actives have a fitted effect of over 60% in size; inactives centre near -12
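USP1/UAF1 complex (1 nM) preincubated 15 min at room temperature with compound, then Ub-Rho substrate (150 nM final) added. Kinetic fluorescence at 480/540 nm over 6 reads at 60 s intervals; 50 mM HEPES pH 7.8, 0.5 mM EDTA, 0.1 mg/ml BSA, 1 mM TCEP, 0.01% Tween-20.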
The depositor's hits bear a star; ? = inconclusive; / = not tested or not shown; & = joins results of further samples; [ ] = dose if it differs, or a comment. The call rests on the fitted dose curve; in most records, active means well fitted curve in the direction sought with a large enough effect; inconclusive means small, poorly fitted or top-dose-only effect, or another doubt; inactive means no such curve, though single readings can be large; an effect the other way counts as inactive or inconclusive. Potency means the concentration at half of the fitted maximal effect. Only part of the results is shown (hit frequency here may not be typical).

SMILES | TrxR1 substrate | Vif-A3F inh | mIDH1 inhibitor | RXFP1 agonist | 12-LOX inh | RGS4 inh | rTrxR1 inhibitor | Vif-A3G inh | USP1 inh
CC1Cc2ccccc2N1C(=O)CCS(=O)(=O)c1cccc2nonc12 (stereo not drawn) | 13.8%[57.1 µM] | -9.4% | 1.6% | 1.2% | 0.0% | 10.3% | -30.6%[57.1 µM] | -4.1% | 2.5%
COc1cc(C(=O)N(CCCO)Cc2cc3ccc(C)c(C)c3[nH]c2=O)cc(OC)c1OC | 7.7% | -0.1% | 8.7% | -1.1% | 26.6% | -19.4% | 7.4% | 0.5% | -7.6%
O=C(OCc1nc2scc(-c3ccccc3)c2c(=O)[nH]1)c1cc(Cl)ccc1[N+](=O)[O-] | 2.0% | -0.1% | -0.9% | 4.3% | -24.2% | 11.8% | 13.6% | 0.3% | 0.4%
Cc1cc(/C=C(\C#N)C(=O)O)c(C)n1CCC(C)C | -13.0% | -7.8% | 9.8% | 6.7% | -23.5% | 23.7% | -9.3% | 2.7% | -3.4%
O=C(COc1ccc(Oc2ccccc2)cc1)NCc1cn2ccccc2n1 | 5.1% | -10.1% | 13.8% | 1.7% | -0.1% | -6.3% | 4.3%[57.1 µM] | ? | 2.3%
CCN(CC)S(=O)(=O)c1ccc(NC(=O)c2c(C)oc3ncnc(N4CCOCC4)c23)cc1 | -1.4% | 0.9% | -14.4% | -2.2% | -11.7% | -8.5% | 3.6% | -0.4% | -17.0%
CC1CCN(S(=O)(=O)c2cccc(S(=O)(=O)N3CCCC3)c2)CC1 | -4.2% | -12.0% | 3.8% | 1.3% | -11.6% | 17.9% | 3.3% | 0.0% | -12.8%
NCCCCCc1nnc(SCC(=O)Nc2cccc(Cl)c2)o1 | 6.6%[57.1 µM] | -10.9% | -2.9% | -0.4% | 0.6% | -4.9% | 19.0% | -2.0% | -4.4%
Cc1ccc(S(=O)(=O)N2CCN(C(=O)CCC(=O)NCCc3ccc(S(N)(=O)=O)cc3)CC2)c(C)c1 | 4.3% | -2.2% | 8.3% | -2.1% | -4.6% | -7.5% | 5.4% | 1.7% | -12.9%
CCCN(CCC)CC(O)COc1ccccc1C(=O)Nc1ccccc1 (stereo not drawn) | -14.7%[57.1 µM] | -4.9% | 4.2% | 0.0% | ? | 5.8% | 21.0%[57.1 µM] | -0.7% | -10.3%
COc1ccc(Cl)cc1-c1nc(SCC(=O)N(C)CCC#N)n[nH]1 | 2.6% | -10.3% | -3.1% | 2.1% | 45.9%[activator] | -18.9% | 8.4% | -2.7% | -28.2%
CN(CCc1ccccc1)C(=O)c1ccc(NC(=O)Cc2cccc(NC(=O)C3CCN(S(=O)(=O)c4cccc([N+](=O)[O-])c4)CC3)c2)cc1 | 1.8% | 1.0% | -6.8% | / | ? | 5.3% | 16.6% | 2.1% | ?
O=C(NCc1cccs1)C1CCCN(S(=O)(=O)c2cnc[nH]2)C1 (stereo not drawn) | -3.5% | 0.6% | 3.4% | 3.0% | 24.4% | -4.6% | 11.2% | -2.4% | -22.1%
Cc1ccc(CNC(=O)Cn2c(=O)n(Cc3ccccc3)c(=O)c3sc4ccccc4c32)cc1 | 4.5% | -0.7% | -7.3% | 13.5% | -11.5% | 1.0% | 21.6% | 2.6% | -8.1%
CCCN1C2CCCC1CC(NC(=O)c1ccc(OC)cc1)C2 (stereo not drawn) | 0.8% | 0.5% | -5.5% | 0.5% | 7.4% | 17.4% | 26.4% | 1.1% | -0.6%
COc1ccccc1N1CCN(S(=O)(=O)c2ccc3c(c2)CCCN3C(C)=O)CC1 | 2.9%[57.1 µM] | -5.9% | -0.7% | 1.4% | -4.8% | -4.6% | 17.4%[57.1 µM] | 1.4% | 1.7%
O=C(Nc1cccnc1Cl)c1cc(-c2ccc(Cl)cc2)on1 | 3.2%&1.3% | -5.5%&0.7% | -3.7%&0.0% | ? | -13.5%&-16.5% | 1.6%&29.7% | 12.5%&21.6% | -0.3%&1.7% | -16.5%&-18.4%
CCCOc1ccc(CNC(=S)NCc2ccc(OC(C)C)cc2)cc1 | -4.3% | -13.1% | 6.4% | 0.8% | -4.7% | -40.2% | 1.9% | 0.3% | -14.8%
CC1CN(S(=O)(=O)c2cccc(C(=O)NCC(c3cccs3)N3CCOCC3)c2)CC(C)O1 (stereo not drawn) | 10.5% | -3.2% | 13.6% | / | 6.0% | -27.5% | 7.8% | -13.4% | -15.6%
CCOC(=O)C1CCN(C(=O)c2ccc(N3CCCC3=O)cc2)CC1 | -3.2% | -26.7% | 3.7% | -1.6% | 42.1%[activator] | -16.1% | 0.4% | -1.6% | -16.0%
NC(=O)[C@@H]1CCCN1Cc1nc(Cc2cccc(C(F)(F)F)c2)no1 | -0.2%[57.1 µM] | 12.8% | -14.5% | -1.0% | 0.7% | 15.0% | -0.6%[57.1 µM] | -3.8% | -19.9%
CC1(C)C[C@H]2C3=CCC4[C@@]5(C)CC[C@H](O)[C@@](C)(CO)C5CC[C@@]4(C)[C@]3(C)C[C@@H](O)[C@@]2(CO)[C@@H](O)[C@@H]1O (stereo partly drawn) | -2.9% | 2.4% | 2.5% | / | ? | -0.2% | 10.0% | 2.5% | -26.1%
Cn1c(=O)c2c(c3ccccc31)OC(C)(C)CC2 | -21.0%[57.1 µM] | -3.7% | 7.5% | 5.5% | -9.1% | ? | 9.1%[57.1 µM] | 1.9% | -17.1%
COc1ccc(CCNc2nc(SCc3ccc(Cl)cc3)nc3ccccc23)cc1OC | 2.6%[57.1 µM] | 0.7% | -11.5% | -0.7% | -22.8% | 12.6% | 23.1%[57.1 µM] | 1.1% | -28.7%
C=CCn1c(SCC(=O)NC2CCS(=O)(=O)C2)nc2sc(CC)cc2c1=O (stereo not drawn) | 8.1%[57.1 µM] | 2.4% | -1.0% | 0.3% | 0.0% | -25.7% | 2.1%[57.1 µM] | -6.4% | -7.1%

The list goes on:
SMILES | TrxR1 substrate | Vif-A3F inh | mIDH1 inhibitor | RXFP1 agonist | 12-LOX inh | RGS4 inh | rTrxR1 inhibitor | Vif-A3G inh | USP1 inh
CCOc1ccc(N2C(=O)CC(N(CCc3ccc(OC)c(OC)c3)C(=S)Nc3ccccc3)C2=O)cc1 (stereo not drawn) | -8.9% | 2.6% | -1.1% | -0.3% | -28.2% | -7.3% | -11.6% | -6.3% | -4.6%
NC(=O)N/N=C/c1ccc2cccc(OCc3ccccc3)c2n1 | 68.0%[activator][57.1 µM] | 6.5% | -3.4% | 4.4% | 0.0% | 2.5% | -10.0%[57.1 µM] | -2.3% | -5.4%
CCC1CCCCN1CCCNC(=O)c1ccc2nc(N3CCCCC3)sc2c1 (stereo not drawn) | 10.6% | -21.8% | 6.7% | -1.0% | -16.3% | -19.5% | 20.5% | 4.2% | -16.7%
CCOC(=O)c1cc2occc2n1Cc1ccc(F)cc1 | -1.0% | / | 8.6% | 0.5% | -6.1% | -43.0% | -19.3% | -5.1% | -22.4%
O=C(NC1CCCCCC1)C1Cc2ccccc2CN1C(=O)c1ccco1 (stereo not drawn) | 8.3%[57.1 µM] | -2.3% | -3.0% | 0.0% | -0.2% | -7.4% | -2.3%[57.1 µM] | -2.8% | -11.0%
CC(=NNC(=S)N1CCCC1)c1ccccn1 | / | 4.6% | 11.6% | / | 17.8µM* | / | / | -18.3% | -8.7%
O=C(NCCN1CCOCC1)c1sc2ccccc2c1Cl | 9.7%[57.1 µM] | -29.3% | 1.0% | 3.4% | -52.6% | 8.4% | 14.9%[57.1 µM] | -0.2% | -17.1%
O=C(O)CC(NC(=O)COc1ccc(Cl)cc1Cl)C(=O)O (stereo not drawn) | -6.1% | 1.8% | -3.2% | -0.4% | 0.0% | -12.6% | -5.4% | -6.5% | -6.1%
COCc1nnc(NC(=O)CSCc2ccccc2)s1 | 0.8% | 1.8% | 0.0% | 0.6% | ? | -26.7% | 19.5% | -3.6% | -8.5%
CSc1ccc(/C=C2\NC(=O)NC2=O)cc1 | -13.3% | 9.5% | -13.3% | / | 73.8%[activator] | 5.7% | 0.9% | 3.5% | -12.6%
COc1ccc(-c2noc(CNC(=O)c3ccc4c(c3)OCO4)n2)cc1 | -17.1% | -4.8% | -11.3% | -1.4% | -23.2% | 20.9% | -14.3% | 3.7% | -18.7%
CC(CN1CCN(C)CC1)OC(=O)c1cccc(F)c1 (stereo not drawn) | -9.2%[57.1 µM] | 14.4% | 1.9% | -2.2% | ? | -9.3% | 20.5%[2.29 µM] | 0.2% | -11.2%
CSc1ccc(S(=O)(=O)N2CCC(C(=O)NCCCn3ccnc3)CC2)cc1 | 3.9% | 1.3% | 7.3% | -0.7% | 14.9% | -34.3% | 9.6% | -4.3% | -19.5%
